Screening results: PubChem, several laboratories
HSF-1 act = increases HSF-1 driven luciferase reporter signal. NIH3T3-HGL HSF-1 luciferase reporter, MG132, 8 h; 100% = twice DMSO control signal. activation, % at 9 µM. 300,000 tested, 1.7% active. AID 504408;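 active means mean replicate activation of at least 50% with a set share of replicates each reaching 50%; inconclusive means only one of those two conditions met; inactive means mean below 50% and too few replicates reaching it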;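 further: 0% = median of the neutral control wells and 100% = twice that signal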
HSF1 inh = HSF1 inhibition; NIH3T3-HGL HSE-luciferase, MG132-induced, luminescence 8 h; stronger effect = lower value; activity change, negative = inhibition, % at 7.5 µM (by protocol); AID 2098; 300,000 tested, 0.77% active;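 active means more than half of replicate wells show activity change below -50%, luminescence cut by over half; inconclusive means some wells, but at most half, below -50%; inactive means no replicate well below -50%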;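 further: luciferase reports HSF-1 transcriptional activity via heat shock element; 0% = median of DMSO wells and -100% = zero luminescence signal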
aSyn 5UTR inh = 5' untranslated region of α-synuclein, MLPCN primary screen; alpha-synuclein 5'UTR reporter, inhibitor activity; AID 1813; 300,000 tested, 0.82% active; inhibition, % (tested at 7.5 µM); in the data active means inhibition above about 60%; inconclusive means no clear call, values can overlap the other calls;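 further: H4 neuroglioblastoma cells stably carrying SNCA 5'UTR luciferase fusion; 0% = DMSO wells and 100% = positive control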
HSP90 refold inh = inhibitors of HSP90 luciferase refolding in rabbit reticulocyte lysate; luciferase refolding luminescence, 3 h; inhibition, % at 5.6 µM; 290,000 tested, 0.91% active; AID 1789;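 active means inhibition above the screen-wide mean plus 3 SD, computed separately per campaign, cut at about 16% in these data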;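 further: 0% = DMSO wells and 100% = 60 µM geldanamycin wells; inhibitors lower the luminescence because luciferase stays unfolded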
Platelet DG rel = platelet dense granule release activity; human platelet-rich plasma, SFLLRN dense granule ATP release, luminescence; inhibition, %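 (compounds screened at 7.5 µM in platelet-rich plasma)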; 300,000 tested, 0.22% active; AID 1663;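 active means mean replicate score, as percent of positive control, at or above 50; inconclusive means mean below 50 but at least one replicate at or above 50; inactive means mean and every replicate below 50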
AI-2 QS modul = modulates the Vibrio harveyi AI-2 quorum sensing system; Vibrio harveyi JMH597 AI-2 luminescence/OD600 ratio, 9 h; stronger effect = lower value; strain lacks LuxN and CqsS sensors; 0 = neutral-control median; activity change, % at 7.5 µM; 300,000 tested, 0.4% active; AID 2094; in the data active means activity change below about -75%, passing the limit was not always enough; inconclusive means no clear call, values can overlap the other calls;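 further: luminescence divided by OD600 gain over 9 h not by final OD600 alone; inactives centre near 13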
HDAC3 inh = inhibitors of human histone deacetylase 3; inhibition, % at 8.3 µM; AID 2718; 320,000 tested, 0.15% active; recombinant HDAC3, fluorogenic peptide/trypsin coupled, fluorescence; in the data active means inhibition above about 26%, passing the limit was not always enough; inconclusive means no clear call, values can overlap the other calls
Target sequence (O15379 whole entry, looked up): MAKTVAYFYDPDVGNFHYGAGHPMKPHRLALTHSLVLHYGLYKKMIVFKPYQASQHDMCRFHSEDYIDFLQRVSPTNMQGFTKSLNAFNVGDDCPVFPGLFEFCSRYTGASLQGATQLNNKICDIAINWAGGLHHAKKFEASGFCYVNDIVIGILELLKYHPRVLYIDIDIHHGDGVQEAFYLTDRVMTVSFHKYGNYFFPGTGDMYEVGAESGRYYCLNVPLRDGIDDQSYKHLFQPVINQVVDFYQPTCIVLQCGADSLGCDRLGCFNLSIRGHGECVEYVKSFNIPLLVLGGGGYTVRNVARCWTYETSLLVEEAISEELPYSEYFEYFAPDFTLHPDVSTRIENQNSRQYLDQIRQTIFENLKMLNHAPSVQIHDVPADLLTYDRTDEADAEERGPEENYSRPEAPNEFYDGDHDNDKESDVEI
IEC-6 tox = IEC-6 cytotoxicity, counter-screen for KLF5 inhibitors | inhibition, % at 5 µM | luminescence viability | 290,000 tested, 0.78% active; in the data active means inhibition above about 22%;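 further: 0% = plate median of test compound wells and 100% = cytotoxic reference compound wells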
KLF5 inhibitor = inhibitors of KLF5 expression. DLD-1 KLF5 promoter-luciferase reporter, luminescence. inhibition, % at 5 µM. 290,000 tested, 0.23% active. AID 1700;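 active means inhibition above a per-plate limit of that plate's mean compound inhibition plus 3 SD, cut at about 60% in these data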;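 further: 0% = DMSO wells and 100% = LY294002 at 200 µM; higher means less KLF5 promoter-driven luciferase light; inactives centre near -14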
HIF act = HIF pathway transcriptional activation. U2OS HRE-luciferase reporter, luminescence; normalized: DMSO 0%, desferrioxamine 100%. activation, % at 7.5 µM (by protocol). 300,000 tested, 0.32% active. AID 1910;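 active means mean activation of at least 10% of the iron chelator positive control signal, with at least half of replicates also reaching 10%; inconclusive means mean and replicate majority disagree about reaching 10%; inactive means mean and most replicates under 10%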
Numbers without * were called inactive; ? = inconclusive; · = not tested or not shown.

molecule	KLF5 inhibitor	Platelet DG rel	HSF-1 act	HSF1 inh	IEC-6 tox	HIF act	HDAC3 inh	HSP90 refold inh	AI-2 QS modul	aSyn 5UTR inh
CCCC(O)(c1ccc(OC)cc1)C(CN1CCOCC1)c1ccc(Cl)cc1 (centres undefined)	10	-5	10	4	-1	-1.2	8	2	9	15
CCc1nnc(NC(=O)CSc2nc3c([nH]c4ccccc43)c(=O)n2CCOC)s1	2	15	-11	-2	2	0.0	0	-2	5	7
Cc1ccc(NC(=O)c2cc(S(=O)(=O)N3CCCC3)cn2C)cc1C	10	-51	2	-1	4	-0.9	2	-3	21	24
COC(=O)CNC(c1ccccc1)c1cc(Br)ccc1NC(=O)CNC(=O)OCc1ccccc1 (centres undefined)	-13	7	45	31	2	-0.2	-2	3	19	11
COCCNC(=O)CCc1nnc(Cc2ccc(-c3ccccc3)cc2)o1	-4	1	14	10	0	-0.1	5	-1	7	7
CN1CCN(C2CCN(c3cccc(Cl)c3)CC2)CC1CCO (centres undefined)	-37	-4	-10	-1	-5	-0.5	-1	-1	4	-7
COc1ccccc1CN(Cc1ccco1)S(=O)(=O)c1ccc(-n2cnnn2)c(OC)c1	1	1	15	8	-2	0.0	0	-1	23	-3
CCCCCCC1CCC(C(=O)NC(CCSC)C(=O)NC(C(=O)OC)C(C)C)CC1 (centres undefined)	-15	-6	?	28	0	-0.5	8	6	25	-15
CCCc1cc(=O)[nH]c(SCCOC(=O)c2ccccc2)n1	-29	-10	-2	2	-4	-0.1	11	-5	7	7
CC(=O)Nc1ccc(Sc2ncnc3scc(-c4ccccc4)c23)cc1	-14	14	0	-3	2	-12	3	0	27	8
CSc1ccc(CN(C)CC(=O)Nc2ccc(NC(C)=O)cc2)cc1	-21	9	-20	-2	1	-0.1	-9	2	-8	4
CCCCn1ccnc1C(=O)c1cccc(S(=O)(=O)N2c3ccccc3CC2C)c1 (centres undefined)	-5	1	-5	0	1	-0.5	11	2	26	5
CCCC(C(=O)NC(C)(C)CC)N(Cc1ccco1)C(=O)CNS(=O)(=O)c1ccccc1 (centres undefined)	-24	-12	29	3	3	-0.8	-2	1	12	13
CCc1ccc(NS(=O)(=O)c2ccc3oc(=O)ccc3c2)cc1	-30	-3	28	11	-2	-0.7	-2	5	20	2
CN1CCN(C(=S)NC(=O)c2ccc(-c3ccccc3)cc2)CC1	-24	-10	9	5	1	0.0	3	0	6	-9
COc1ccc(C)cc1S(=O)(=O)Nc1ccncc1	-7	18	-22	0	-3	-0.3	2	3	17	18
CCO[C@H]1OC(C(=O)NCc2ccccc2)=C[C@@H](c2ccc(C(F)(F)F)cc2)[C@@H]1CCCO	19	-1	-8	-3	3	-0.5	21	12	11	18
Cc1ccccc1-c1nc(CS(=O)CC(=O)NCc2ccccn2)c(C)o1 (centres undefined)	-30	11	-5	1	-8	0.1	1	-4	·	11
O=C(Nc1nnc(Cc2ccccc2)s1)C1CCN(C(=O)c2ccco2)CC1	-16	0	-3	-1	4	-0.1	-1	6	-9	0
COc1ccc(N2C(=O)c3ccc(C(=O)Nc4ccccc4O)cc3C2=O)cc1	-32	17	14	-4	-2	-0.2	-4	0	-17	-5
Cc1c(C(=O)/C=C/N(C)C)nnn1-c1ccc(F)c(Cl)c1	-6	-2	-5	-2	-12	-0.2	10	-2	-5	-2
CCc1noc(C)c1C(=O)Nc1nc(-c2ccc(OC)cc2)cs1	·	5	9	-5	·	0.1	3	·	30	-36
COC(=O)c1cc(NC(=O)/C=C/c2ccccc2)ccc1O	-60	3	?	33	-3	1.1	12	0	0	-141
Cc1c(C)n(C)c2ccc(C(=O)NCCCN3CCOCC3)cc12	-4	-28	-1	-9	-6	0.1	2	-7	4	-4
COc1cc(NC(=O)COC(=O)CSc2cc(C)ccc2C)c(C)cc1[N+](=O)[O-]	1	0	-1	-7	-4	0.2	5	2	12	23

Remaining list, next part.
molecule	KLF5 inhibitor	Platelet DG rel	HSF-1 act	HSF1 inh	IEC-6 tox	HIF act	HDAC3 inh	HSP90 refold inh	AI-2 QS modul	aSyn 5UTR inh
COc1ccccc1CCNC(=O)COc1cccc2c1OC(C)(C)C2	·	-16	0	4	·	-0.3	0	·	-7	3
COc1ccc(C(=O)Nc2ccc(S(=O)(=O)N3CCCC3)cc2)cc1[N+](=O)[O-]	-11	5	-7	-5	0	-0.2	18	1	19	-25
C[C@H](NC(=O)c1nc[nH]c1C(=O)N1CCN(c2ccccc2)CC1)C(=O)OCc1ccccc1	-15	-2	-9	2	-6	2.4	2	-6	-2	-4
Cc1ccnc(NC(=O)C(C)n2cc([N+](=O)[O-])cn2)c1 (centres undefined)	-16	-26	-1	3	0	-0.1	3	-1	-9	12
CC(=O)Nc1ccc(S(=O)(=O)NCC(=O)NCCCc2ccccc2)cc1	-10	3	-9	-3	1	0.6	0	0	26	-4
O=C(COC(=O)c1ccccc1-c1nc2ccccc2s1)Nc1ccccc1C(F)(F)F	6	2	-1	5	4	-0.2	4	0	11	22
Cc1noc(C)c1CSc1nc2ccccc2n1C	-8	0	6	-1	4	0.6	-3	-4	19	-32
CCCCSc1nc(C)c(C(C)=O)cc1C#N	-40	10	14	-1	5	-1.5	8	5	7	-33
CN(Cc1ccccc1)S(=O)(=O)c1ccc2c(c1)NC(=O)CC(=O)N2	-22	7	5	-7	7	0.1	·	-2	23	13
COc1cc(C(=O)OCC(=O)Nc2ccc(C)cc2)cc(OC)c1OC	-52	-6	9	1	2	0.6	1	1	22	-2
CC(C)C(NC(=O)c1ccccc1)C(=O)OCc1cc([N+](=O)[O-])cc2c1OCOC2 (centres undefined)	-38	-4	14	12	-1	-0.2	0	-1	1	-8
Cc1ccc(NC(=O)[C@@]2(CC(=O)O)CC(/C=C/c3ccccc3)=NO2)c(C)c1	-10	9	6	-2	2	-2.6	2	0	7	3
CN1CCN(S(=O)(=O)c2ccc(NC(=O)Cc3ccc([N+](=O)[O-])cc3)cc2)CC1	-2	9	-20	-5	5	0.5	7	0	-6	4
COc1cc(OC)c(C(=O)COc2ncnc3ccccc23)c(OC)c1	-48	·	·	·	0	·	10	2	19	·
O=C(CN1C(=O)c2cccc3cccc(c23)C1=O)NCCCO	-23	1	2	-2	-4	-0.3	-6	0	25	-13
CC1SC(C)C(=O)N(CC(=O)Nc2ccc([N+](=O)[O-])cc2)C1=O (centres undefined)	-55	-10	4	-2	-8	-0.7	10	-10	-94*	0
O=C(O)CN1C(=O)C2C3CC(C2C1=O)C1C(c2ccccc2)c2sc(=O)[nH]c2SC31 (centres undefined)	-9	9	-4	-1	0	-0.2	-2	-1	20	-13
CC1(c2ccc(OC(F)F)cc2)NC(=O)N(CC(=O)Nc2ccc(N3CCCCC3)cc2)C1=O (centres undefined)	·	-14	-5	-2	·	-0.3	0	·	?	-5
Cc1ccc(CCNC(=O)CCS(=O)(=O)c2cc3c(cc2C)NC(=O)CO3)cc1	-6	0	4	0	-1	-0.1	-9	1	15	18
COc1ccccc1N1CCN(CCCNC(=O)C2CCCN(c3ncnc4c3nc3n4CCCCC3)C2)CC1 (centres undefined)	-30	-6	-1	-6	-2	134*	-4	-6	1	5
CCN(CC)S(=O)(=O)c1cc([N+](=O)[O-])ccc1NNC(=O)Nc1ccc(Cl)c(Cl)c1	7	-25	-38	-20	-5	-8.8	0	-5	14	?
O=C(NCCCn1ccnc1)c1c(F)cccc1F	-13	-8	-14	-5	0	0.1	1	-4	16	-4
O=C(Nc1ccc(Br)cc1)c1cccc(NC(=O)C2C3CC4OC(=O)C2C4C3)c1 (centres undefined)	-28	-3	27	13	1	-0.2	-3	-6	20	-33
Cc1ccccc1CSCCNC(=O)CN(c1ccc2c(c1)OCO2)S(C)(=O)=O	-6	0	-2	12	-5	-0.4	0	2	14	12
COc1cc(N=c2ssnc2Cl)cc(OC)c1	3	-4	-15	-4	-5	-52	?	5	-17	-18

Next section
molecule	KLF5 inhibitor	Platelet DG rel	HSF-1 act	HSF1 inh	IEC-6 tox	HIF act	HDAC3 inh	HSP90 refold inh	AI-2 QS modul	aSyn 5UTR inh
COc1ccccc1OCc1ccc(C(=O)N2CCN3CCCC3C2)cc1 (centres undefined)	-8	-2	4	3	-2	-0.2	3	2	4	-3
O=C(NCc1ccncc1)c1ccc(NS(=O)(=O)c2cccc([N+](=O)[O-])c2)cc1	·	-6	5	-4	·	-0.3	-1	·	11	-5
CCOc1ncccc1C(=O)OCC(=O)Nc1ncc(C(F)(F)F)cc1Cl	-8	2	0	3	3	-0.2	-4	4	31	-5
CSc1nc(-c2ccccc2)nc(N2CCOCC2)c1C(C)=O	12	2	8	3	6	0.1	2	5	-5	24
C1=CC2c3ccccc3NC(c3ccncc3)C2C1 (centres undefined)	-28	10	3	0	0	-0.8	4	4	15	-21
CC1(C)Cc2c(C#N)c(N)n(-c3ccccc3)c(=O)c2CO1	-19	6	13	-8	11	0.7	?	6	18	10
Cc1ccc(C(=O)CSc2nnc(C)s2)cc1	-81	8	5	16	3	1.5	·	-5	21	-85
COc1cccc(NC(=O)C2CCN(S(=O)(=O)c3ccc4[nH]c(=O)oc4c3)CC2)c1	1	6	-3	-6	3	-0.2	4	2	14	-8
COc1ccc(-c2cc3c(=O)n(CC(=O)NCc4ccc(F)cc4)ncn3n2)cc1	6	0	4	3	5	1.4	-3	-3	13	-75
CCc1sc(C(=O)NCc2ccco2)cc1C	-14	6	6	-1	4	0.5	3	3	18	-11
CC(CN(C)Cc1ccccc1)OC(=O)C1COc2ccccc2O1 (centres undefined)	-5	10	-5	-13	1	-0.3	6	1	12	-4
Cc1ccc(CNC(=S)Nc2ccc(OC(F)F)cc2C)cc1	13	4	-7	3	-1	0.3	-13	1	15	4
N#C/C(=C\c1ccc(OCc2ccc(C(=O)O)cc2)cc1)C(=O)NCc1ccccc1	-34	7	-9	2	-7	-0.8	4	-4	19	-37
COc1ccccc1C1CCCN1Cc1nc(-c2cc3c(cc2Cl)OCO3)oc1C (centres undefined)	2	2	-31	-11	12	0.0	0	5	6	0
COCCNC(=O)c1ccc(C2SCC(=O)N2CCc2ccccc2)cc1 (centres undefined)	-19	14	0	0	5	-2.9	2	-1	5	3
Cn1c(SCC(=O)NCc2ccc3c(c2)OCO3)nc2c(c1=O)SCC2	4	-3	5	5	-1	0.1	12	-2	36	18
COC(=O)/C=C/S(=O)(=O)c1ccc(NC(C)=O)cc1	-35	-3	14	21	27*	0.1	10	5	?	-10
O=C(c1cc2ccccc2o1)c1nc2c(n1O)CCCCC2	-46	13	-8	1	-3	2.8	6	8	2	-73
CC(C)CCc1noc(CN2CCN(c3ccc(Cl)cn3)CC2)n1	4	-2	-8	2	-4	-0.2	15	1	25	-23
c1ccc(CNc2ncnc3sc4c(c23)CCCC4)nc1	-20	1	0	2	3	0.7	-4	0	5	14
Cc1cc(Nc2ccc(F)cc2C)n2ncnc2n1	-12	3	-3	2	0	-0.1	2	-1	9	-10
O=S(=O)(NCc1ccc(F)cc1)c1ccc2c(c1)OCCO2	12	5	4	2	9	-0.6	-1	2	35	10
CCCOc1ccc(C(=O)NCCc2ccccc2)cc1	-54	3	?	19	0	-0.9	-6	21*	32	14
